TIM10 inh = growth inhibitors of isogenic TIM10 control yeast, primary screen, counter-screen for tim10-1 yeast inhibitor project, luminescence, uHTS. S. cerevisiae TIM10 strain growth, BacTiter-Glo luminescence, 24 h. inhibition, % at 10 µM. 330,000 tested, 1.4% active;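 active means inhibition of 40% or more at the single tested concentration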;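 further: wild-type TIM10 isogenic control strain grown at permissive 25 °C; 0% = DMSO yeast wells and 100% = minimal medium wells without yeast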
CXCR6 inh = CXCR6 receptor inhibitors, primary screen, cell-based, beta-arrestin, luminescence, CHO-K1 PathHunter, 1536-well; C-X-C chemokine receptor type 6 (Homo sapiens), O00574; AID 602244, 2012; 360,000 tested, 0.36% active; inhibition, % at 20 µM; in the data active means inhibition above about 34%, passing the limit was not always enough;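 further: antagonist mode with CXCL16 agonist at 10 nM final; 0% = 10 nM CXCL16 with DMSO and 100% = unstimulated wells without agonist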
Target sequence (O00574 whole entry, looked up): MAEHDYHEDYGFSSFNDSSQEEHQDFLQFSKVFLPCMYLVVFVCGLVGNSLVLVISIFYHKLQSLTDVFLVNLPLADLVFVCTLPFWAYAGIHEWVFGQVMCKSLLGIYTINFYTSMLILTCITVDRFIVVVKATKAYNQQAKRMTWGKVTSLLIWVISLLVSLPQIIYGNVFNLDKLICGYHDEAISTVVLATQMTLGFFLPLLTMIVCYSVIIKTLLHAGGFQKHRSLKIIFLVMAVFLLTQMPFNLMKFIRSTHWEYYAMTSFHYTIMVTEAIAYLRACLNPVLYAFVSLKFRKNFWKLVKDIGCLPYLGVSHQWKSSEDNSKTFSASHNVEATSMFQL
UPR XBP1 act = activators of adaptive XBP1 UPR arm, primary screen, cell-based, CHO-XBP1 luciferase reporter, luminescence, uHTS; IRE1-XBP1 UPR activation; percent of tunicamycin response, DMSO as zero; activation, % at 20 µM; 330,000 tested, 0.33% active;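 active means versus positive control, 20 µM dose yields 30% or more activation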;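 further: 100% = tunicamycin at 10 µg/mL and 0% = DMSO only wells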
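Material: CHO cell line with stable XBP1 luciferase reporter; buffer or medium: F12 medium containing 10% fetal bovine serum; compound: single point, 20 µM final compound, 1% DMSO; incubation: 6 h treatment, 37 °C; measured by: glow luminescence from Steady-Glo reagent; evaluation: activation, % of tunicamycin; control set: tunicamycin high, DMSO low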
UPR CHOP act = activators of apoptotic CHOP UPR arm, primary screen, cell-based, CHO-CHOP luciferase reporter, luminescence, uHTS. UPR activation; percent of tunicamycin response over DMSO baseline. activation, % at 10 µM. 330,000 tested, 0.34% active;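 active means at 10 µM dose, activation of 40% or more, normalized to positive control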;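 further: 100% = tunicamycin at 10 µg/mL and 0% = DMSO alone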
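Assay system: CHO-CHOP cells, stable luciferase reporter of PERK-eIF2a-CHOP signalling / Buffer or medium: F12 plus 10% serum / Compound dosing: one dose, 10 µM in 0.5% DMSO / Times: 6 h compound treatment, 37 °C / Technique: luciferase luminescence / Read-out: % reporter activation, DMSO baseline versus tunicamycin full activation / Benchmarks: tunicamycin and DMSO controls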
tim10-1 inh = growth inhibitors of tim10-1 mutant yeast, primary screen, luminescence, uHTS | S. cerevisiae tim10-1 ts strain growth, BacTiter-Glo, 24 h | inhibition, % at 20 µM | 330,000 tested, 2.2% active;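 active means inhibition of at least 40%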;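 further: mutant grown at 25 °C; 0% = DMSO wells with yeast and 100% = wells holding no yeast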
Mdm2 MdmX PPI = inhibitors of human Mdm2-MdmX association, primary screen, cell-based, luminescence, split luciferase, SaOS-2, uHTS; AID 485346, 2010; 330,000 tested, 3% active; inhibition, % at 8 µM; SaOS-2 split-luciferase Mdm2/MdmX complementation; Protein Mdm4 (Homo sapiens) + E3 ubiquitin-protein ligase Mdm2 (Homo sapiens), …;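 active means inhibition of at least 50% at 8 µM in the primary screen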
APJ agonist = agonists of human apelin receptor APJ, primary screen, CHO-K1 cells, PathHunter beta-arrestin, luminescence. 0% DMSO wells, 100% apelin. AID 2520, 2010. 330,000 tested, 0.11% active. activation, % at 20 µM. P35414;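 active means activation more than six SD over the plate average, tested at 20 µM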;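 further: 0% = DMSO alone and 100% = apelin-13 at 10 nM; some results filed as inactive read as strong as hits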
Target sequence (P35414 whole entry, looked up): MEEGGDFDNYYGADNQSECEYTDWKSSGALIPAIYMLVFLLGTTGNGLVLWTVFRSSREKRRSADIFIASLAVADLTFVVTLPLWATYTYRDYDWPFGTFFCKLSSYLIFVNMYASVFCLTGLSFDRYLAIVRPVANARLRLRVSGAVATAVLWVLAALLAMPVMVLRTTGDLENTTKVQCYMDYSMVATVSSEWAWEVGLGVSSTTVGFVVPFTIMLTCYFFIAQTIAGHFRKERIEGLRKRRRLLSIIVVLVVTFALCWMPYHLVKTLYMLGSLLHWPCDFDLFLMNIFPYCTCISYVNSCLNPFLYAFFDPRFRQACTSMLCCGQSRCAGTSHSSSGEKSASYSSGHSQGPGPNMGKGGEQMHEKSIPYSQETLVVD
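Assay system: CHO-K1 cells stably expressing ProLink-tagged human APJ and arrestin–beta-gal acceptor. Compound dosing: 20 µM single point, 1% DMSO. Times: 16-18 h seeding, 90 min dark compound exposure, 60 min detection. Detection: beta-gal luminescence. Evaluation: APJ–arrestin association signal. Controls: negative DMSO alone, positive Apelin-13 at 10 nM.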
APJ antag = antagonists of human apelin receptor APJ, primary screen, CHO-K1 cells, beta-arrestin complementation, luminescence | AID 2521, 2010 | 330,000 tested, 0.32% active | inhibition, % at 20 µM;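 active means inhibition above about 40% at 20 µM, limit read from the data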;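 further: cells challenged with 10 nM apelin-13 agonist together with compound; plate controls were apelin-13 plus DMSO wells for no effect and DMSO wells lacking apelin-13 for full effect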
tim23-1 inh = growth inhibitors of tim23-1 mutant yeast, primary screen, luminescence, uHTS. S. cerevisiae tim23-1 growth, BacTiter-Glo luminescence, 24 h. inhibition, % at 20 µM. 330,000 tested, 1.3% active. AID 463212, 2010;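 active means growth inhibition of the mutant yeast at or above 50%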;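 further: temperature-sensitive mutant grown at 25 °C; plate controls were DMSO-treated mutant yeast for no effect and medium wells lacking yeast for full effect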
* hit, by the source's call. A portion of the library; count on the stated rates, not on these rows.

mol,TIM10 inh,CXCR6 inh,UPR XBP1 act,UPR CHOP act,tim10-1 inh,Mdm2 MdmX PPI,APJ agonist,APJ antag,tim23-1 inh
O=C(CN1CCc2cc3c(cc2C1)OCCCO3)Nc1c(F)cccc1F,18,-2,-4,-0.7,23,-7,2,9,24
Cc1c(NC(=O)CN2C(=O)NC3(CCC(C)CC3)C2=O)c(=O)n(-c2ccccc2)n1C (stereo unspecified),7,-11,-3,1.6,7,8,-3,-6,3
O=C(Nc1ccccc1)Oc1ccccc1N1CCOCC1,-10,3,-1,0.4,-17,18,-4,28,-2
O=C(Nc1ccc(N2CCOCC2)cc1)c1ccc(Cl)c(S(=O)(=O)N2CCCC2)c1,4,-1,-2,4.5,-5,24,1,-12,20
COc1ccc(Br)cc1C(=O)Nc1ccccc1N1CCCC1,23,6,-2,0.1,19,16,-2,15,31
CSCC(=O)N1CCC(n2nccc2NC(=O)CCCc2ccccc2)CC1,-2,-6,-2,1.7,-1,-13,-3,-30,14
CC(=O)N(c1ccccc1)c1nc(/C=C/C(=O)O)cs1,-1,-9,7,0.4,6,-19,1,0,11
Cc1c(C(=O)N2CCCC2)oc2c1-c1[nH]ncc1CC2,-1,-18,-1,1.5,8,10,-4,11,9
CC(C)=CCC/C(C)=C/CNC(=O)CC1C[C@H](C(=O)N2CCOCC2)[C@@]2(C)c3[nH]c4ccccc4c3CCN2C1=O (stereo partly specified),1,6,3,11,18,33,-1,-2,17
Cc1ccc2c(c1)nnn2C1CCN(CC(=O)NCCc2nc3ccccc3[nH]2)CC1,3,29,-1,-3.2,-5,-4,-9,41*,7
COc1ccc(N2CCN(C(=O)c3ccc4ccccc4n3)CC2)cc1,-8,23,-2,-1.4,3,-8,-4,-10,22
Nc1ccc2nc(Cc3ccccc3)[nH]c2c1,-29,-5,3,4.1,-8,-7,-2,-7,0

Taken from above.
O=C(Nc1ccccc1)Oc1ccccc1N1CCOCC1 | tim10-1 inh = -17
O=C(Nc1ccc(N2CCOCC2)cc1)c1ccc(Cl)c(S(=O)(=O)N2CCCC2)c1 | tim23-1 inh = 20

The list continues:
mol,TIM10 inh,CXCR6 inh,UPR XBP1 act,UPR CHOP act,tim10-1 inh,Mdm2 MdmX PPI,APJ agonist,APJ antag,tim23-1 inh
Nn1c(-c2ccccc2)nc2ccccc2c1=O,-8,-4,-3,-0.7,8,18,-2,-19,4
Cc1nc(SCC(=O)Nc2ccc3c(c2)OCCO3)c2oc3ccccc3c2n1,2,1,8,-1.8,5,20,0,7,2
Cc1ccc(NS(=O)(=O)c2c(C(=O)N3CCCCCC3)c(C)n(C)c2C)cc1C,2,-1,-3,-1.1,36,24,-1,10,31
CC(=O)Nc1ccc(S(=O)(=O)NCCSCc2c(Cl)cccc2Cl)cc1,3,-3,1,-2.3,15,0,-1,-4,7
CCOc1ccc(C2/C(=C(\O)c3ccc4c(c3)OCCO4)C(=O)C(=O)N2CCN2CCOCC2)cc1OC (stereo unspecified),-7,13,-5,-0.4,-23,25,-6,3,-1
COCCN(C(=O)Cc1cccs1)C(C(=O)NCc1ccc(OC)cc1)c1ccccc1 (stereo unspecified),16,-5,-2,0.5,6,8,-3,5,23
CN(C(=O)CSc1nc2c(c(=O)[nH]1)CCC2)c1ccccc1,-6,-6,0,-1.9,3,22,-3,-6,4
CCC(c1nnnn1C(C)(C)C)N1CCN(C(=O)c2ccco2)CC1 (stereo unspecified),-11,1,-4,0.2,-4,32,-1,19,-7
O=C(CSc1nnc(-c2ccco2)o1)NC(=O)Cc1ccccc1,12,-1,1,-1.4,10,-21,-3,8,-1
COc1ccc2c(c1OC)C(=O)OC2CC(=O)c1ccc(N(C)C)cc1 (stereo unspecified),-11,-8,-2,-4.5,-6,19,-2,-9,5
O=C(Nc1ccc(Cl)c(Cl)c1)Nc1ccccc1NS(=O)(=O)c1cccs1,47*,-2,-2,1.7,20,27,-2,6,-142
CCOC(=O)c1c(C)nc2ccccc2c1-c1ccccc1,-40,12,-1,0.2,-14,20,-3,2,22
Cn1c(=O)c2c(ncn2CC(=O)N2CCN(S(=O)(=O)c3ccc(F)cc3)CC2)n(C)c1=O,8,5,-2,-1.7,-12,23,-4,1,-9
C/C(CC(=O)Nc1cccc(Cl)c1C)=N\NC(=O)C(=O)NCC(C)C,14,-1,1,1.1,9,8,-1,-2,6
Nc1ncnc2c1ncn2[C@H]1CC[C@@H](CO)O1,10,-3,0,2.5,-18,8,-2,-8,-15
CCOC(=O)N1CCN(CC(O)COc2ccccc2C(C)C)CC1 (stereo unspecified),6,9,-1,-0.7,17,24,-4,6,7
CC1CCN(CCNC(=O)C2CCN(S(=O)(=O)c3cccc4nsnc34)CC2)CC1,2,-4,-4,-0.6,-10,-28,2,-18,2
COC(=O)c1cc(S(=O)(=O)N(C)C2CCCCC2)oc1C,0,-8,-1,1.0,11,-12,-3,-13,9
Cc1cc(F)ccc1NC(=O)C(C)n1c2ccccc2c2nc(=O)cc(C)n21 (stereo unspecified),-22,2,-1,0.8,14,-12,5,-12,19
Cc1nnc(NC(=O)CSc2ccc3nnc(-c4ccccn4)n3n2)s1,-14,4,-3,0.0,15,-2,-1,2,7
CC1CCCN(c2nc3c(c(=O)[nH]c(=O)n3C)n2Cc2ccccc2Cl)C1 (stereo unspecified),-17,1,6,-0.7,21,14,-2,-52,24
CCN(CC)C(=O)CSc1nc(N)c(-c2ccccc2)c(=O)[nH]1,-3,3,-3,-1.2,-9,8,0,4,-9
Cc1cc(C)c2c(N)c(C(=O)N/N=C/c3ccccc3)sc2n1,-37,-1,2,4.8,-36,-63,-2,0,-25
O=C(CCc1ccccc1)Nc1nc2nc(-c3ccccc3)cc(=O)n2[nH]1,-8,-5,2,-1.4,-15,15,7,19,4
COc1ccc2c(c1)Cc1sc(NC(=O)c3ccco3)nc1-2,7,2,-1,5.3,0,-241,-2,9,10
CN/C=C1\C(=O)C(C)(C)Oc2ccc3ccc(=O)oc3c21,-9,-1,4,-2.4,10,23,1,-17,18
Cc1cc(OCc2cccc(S(=O)(=O)N3CCOCC3)c2)ccc1Cl,50*,-3,0,2.0,19,12,2,5,35
O=C(c1cn(-c2ccccc2)nc1-c1cccnc1)N1CCN(S(=O)(=O)c2cccc(F)c2)CC1,8,4,0,-3.0,-10,-4,-2,7,5
O=C(C1CCCCN1S(=O)(=O)c1ccccc1[N+](=O)[O-])N1CCCC1 (stereo unspecified),0,-12,0,-0.5,5,-2,2,-13,13
CN(Cc1ccccc1)c1ccc(S(=O)(=O)N2CCOCC2)cn1,7,2,-1,-2.2,14,16,-6,-13,11
COc1ccc(-c2[nH]ncc2CN2CCC(C(=O)c3ccc(F)cc3)CC2)cc1,-15,3,0,0.2,-4,19,0,3,12
N#Cc1cccc(NC(=O)c2ccc(S(=O)(=O)N3CCOCC3)cc2)c1,3,-4,4,0.3,12,1,-4,15,6
COc1ccc(C(C)=O)c2c1OCCO2,-2,12,1,0.5,-17,13,-1,18,-4
COc1ccc(-c2noc(CNC(=O)c3ccc4c(c3)OCO4)n2)cc1,3,4,0,1.2,-38,18,-1,-8,53*
O=C(COc1ccc(Br)cc1)Nc1ccc(NC(=O)c2ccccc2)cc1,-3,-2,-4,0.5,19,-10,2,-7,8
Cc1csc(=O)n1CC(=O)OCC(=O)Nc1cc(Cl)ccc1[N+](=O)[O-],-5,-25,-7,1.3,6,14,11,-75,-6
C#CC(CC)(CC)NC(=O)/C=C/C(=O)O,7,7,1,1.1,0,13,-3,3,-2
O=C(O)CCCC(=O)Nc1ccccc1C(=O)O,-7,-9,-3,0.2,-9,0,-3,7,11
Cc1ccc(S(=O)(=O)CCC(=O)OCC(=O)c2cc(C)n(C)c2C)cc1,10,10,0,2.2,13,-17,-2,10,16
Cn1c(N)c(S(=O)(=O)NCc2ccc(F)cc2)c(=O)n(C)c1=O,5,-3,-4,2.7,-14,-6,1,5,8
Cc1cc(C)c(C(=O)COc2cccnc2[N+](=O)[O-])cc1C,37,-6,-10,15,26,29,0,-39,40
COc1ccc(CN(C)C(=O)COC(=O)c2cnc(Cl)c(Cl)c2)cc1,11,0,-1,-0.5,-1,20,-2,-16,19
O=C1Cc2ccccc2Sc2cc(OCCCN3CCCCC3)ccc21,27,3,1,-0.8,24,16,-2,-20,8
CCn1c(=O)c([N+](=O)[O-])c(NCCc2ccc(OC)c(OC)c2)c2ccccc21,7,-3,3,-0.9,3,10,0,8,15
CC(C)(C)N=C1NN=C(c2ccc(S(=O)(=O)N3CCCCC3)cc2)CS1,7,7,-1,-0.5,27,5,-7,23,20
C[n+]1c2n(c3ccccc31)N=C(c1cc(C(C)(C)C)c(O)c(C(C)(C)C)c1)CS2,8,-17,4,7.4,32,78*,-2,17,9
O=C(c1ccsc1)N1CCCC(N2CCN(c3ccccc3F)CC2)C1 (stereo unspecified),3,6,-1,0.3,11,11,10,-14,23
Cc1ccc(C(=O)OC(C)C(=O)NCc2ccc3c(c2)OCO3)cc1S(=O)(=O)N1CCOCC1 (stereo unspecified),12,-13,-3,0.3,9,8,5,5,16
COc1ccc(S(=O)(=O)NC(C)C(=O)Nc2cccc(C(C)=O)c2)cc1 (stereo unspecified),7,-2,-2,-0.5,5,-6,-3,4,-6
O=C(Nc1ccc(Cl)cc1)C1c2cccc[n+]2CC(=O)N1Cc1ccc2c(c1)OCO2 (stereo unspecified),11,3,-1,2.4,4,16,-3,10,6
CCOc1ccc(-c2ccc(SCC(=O)N3CCOCC3)nn2)cc1,-18,-8,2,3.7,7,-9,1,3,-4
CC1CCCC(NC(=O)COC(=O)c2cccs2)C1C (stereo unspecified),7,-12,-3,-0.4,30,-4,-2,-11,28
CCCCC(=O)NC(c1ccccc1)c1ccc2cccnc2c1O (stereo unspecified),7,11,2,5.2,11,72*,-2,2,66*
CSCC(NS(=O)(=O)c1ccc(C)cc1)C(=O)O (stereo unspecified),16,1,-2,-0.8,1,12,-3,-19,18
